PGC1a acetyl inh – PGC1a acetylation modulation, inhibitor mode | U2OS PGC1a acetylation, AlphaScreen anti-acetyl-lysine; with virally co-expressed GCN5 acetyltransferase | inhibition, % at 15.6 µM | 0.17% of 350,000 active;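 active = every replicate shows inhibition of at least 40%; inconclusive = mean inhibition at least 40% but some replicate below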;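 note: 0% = neutral control wells and 100% = positive control wells; some results beyond the cut were filed as inactive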
FN deposit inh – fibronectin deposition inhibition | AID 743247 | 0.086% of 350,000 active | AH1F fibroblasts, Alexa488-fibronectin deposition fluorescence, overnight | inhibition, % at 12.6 µM;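 active = mean inhibition across replicates of 30% or more, regardless of how many single replicates reach that level; inconclusive = mean under 30% yet at least half of replicates reach 30%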;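 note: positive control wells lacked labelled fibronectin entirely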
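Material: AH1F fibroblasts assembling fluorescent fibronectin matrix; amount: 10000 AH1F cells/well; medium: DMEM, 2% serum; reagent: Alexa488-fibronectin, 24 nM final in well; dosing: single compound dose, delivered by pin transfer; incubation: 1 h adhesion, overnight exposure; detection: fluorescence after three HBSS washes, excitation 485 nm, emission 525 nm; measure: fibronectin deposition inhibition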
LGR2 inh – Drosophila LGR2 receptor signaling inhibition; HEK293 LGR2, CRE-luciferase, bursicon-stimulated, 4 h; inhibition, % at 9.99 µM; 0.35% of 380,000 active; AID 720647;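 active = drop in luminescence signal, shown as inhibition above about 50% in the replicate tests, limit read from the data, passing the limit was not always enough; inconclusive = probably only some replicates passing the limit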;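 note: agonist challenge used bursicon conditioned medium at about half maximal strength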
PAX8 reporter – inhibitors of PAX8 transcriptional activity in RMG-I cells. RMG-I TPO-luciferase reporter, SteadyGlo, 24 h. inhibition, % at 12.6 µM. 1.2% of 360,000 active. AID 652154;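 active = mean replicate inhibition at least 60% with every replicate also reaching 60%; inconclusive = only one of the two criteria is met; inactive = mean below 60% and not all replicates reaching 60%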;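 note: luciferase light reporting Pax8 driven TPO promoter activity; plate controls were median of neutral control wells for no effect and mitoxantrone controls for full effect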
miR122 inh – miR-122 inhibition in Huh7 cells; activation (reporter increase), % at 12.5 µM; Huh7 miR-122 Renilla luciferase sensor, 48 h; neutral wells = 0, positive control = 100; 0.3% of 340,000 active;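 active = mean replicate activation score at least 90 and every replicate individually at or above 90; inconclusive = only one of the two criteria met; inactive = neither criterion met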;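 note: higher luciferase means less miR-122 activity so hits act as miR-122 inhibitors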
Casp6 inh – inhibitors of human caspase-6 | P55212 | purified caspase-6, Z-VEID-R110 cleavage fluorescence | inhibition, % at 12.5 µM | 0.53% of 350,000 active | AID 686996;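 active = mean inhibition across replicates at least about 35%, with every replicate also reaching that limit, limit read from the data; inconclusive = only one of the two criteria met; inactive = neither criterion met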;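 note: 0% = median of neutral control wells and 100% = no fluorescence left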
Target sequence (P55212 24-179 limits assumed): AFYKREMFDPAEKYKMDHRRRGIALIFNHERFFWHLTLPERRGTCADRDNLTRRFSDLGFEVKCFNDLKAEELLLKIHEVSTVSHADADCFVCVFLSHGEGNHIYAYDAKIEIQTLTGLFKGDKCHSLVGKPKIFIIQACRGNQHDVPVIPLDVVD
Target sequence (P55212 194-293 limits assumed): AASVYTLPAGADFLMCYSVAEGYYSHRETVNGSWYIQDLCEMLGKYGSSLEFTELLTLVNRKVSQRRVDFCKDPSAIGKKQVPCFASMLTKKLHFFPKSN
Cneo AK release – causes C. neoformans cell lysis | adenylate kinase release luminescence, 4 h; normalised: neutral wells 0, clomiphene wells 100 | lysis activity, % at 15 µM | 0.2% of 360,000 active;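 active = mean lysis activity across replicates of at least 80%, whatever share of replicates individually reach that level; inactive = mean lysis activity below 80%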
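Material: C. neoformans cells | Amount: Yeast cell density of 5 × 10^6 cells/mL | Medium: Fresh YPD growth medium | Dosing: Single dose | Times: Static 4 h at 37 °C with compound, 1 h detection | Detection: AK luminescence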
EWS-Fli block – blocks EWS/Fli oncoprotein-driven transcription; inhibition, % at 12.6 µM; A673 NR0B1-luciferase reporter, viability-normalised; AID 651661; 0.67% of 350,000 active;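 active = mean inhibition of at least 50% after viability correction, with every replicate also passing that limit; inconclusive = mean reaches 50% but only one of two replicates passes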;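 note: firefly luciferase signal divided by Alamar Blue viability fluorescence both relative to DMSO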
Starred values were filed as active, the others as inactive; ? = inconclusive; . = no result given; & = joins results of further samples; [ ] = another dose, or the depositor's remark.

SMILES	PGC1a acetyl inh	FN deposit inh	LGR2 inh	PAX8 reporter	miR122 inh	Casp6 inh	Cneo AK release	EWS-Fli block
COC(=O)c1sc2nc(CN3CCN(c4cccc(C(F)(F)F)c4)CC3)[nH]c(=O)c2c1C	.	-5	10	-18	.	1	.	1
O=C(Nc1ccc2oc(=O)ccc2c1)c1ccc(-c2cccc([N+](=O)[O-])c2)o1	3	16	31	57	-3	-10	1	?
O=S(=O)(c1ccccc1)N1CCNCC1	-11	-4	.	12	.	6	.	13
CCOC(=O)C1C(c2ccc(O)c(O)c2)NC(=S)NC1(O)C(F)(F)F (configuration not stated)	0	4	3	12	-1	0	-3	1
COc1ccc(NC2CCCN(C(=O)CCc3cccc(F)c3)C2)cc1 (configuration not stated)	-2	1	7	.	-4	-4	-3	-4
Cc1cccc(N2C(=O)C3C4C=CC(C5CC45)C3C2=O)n1 (configuration not stated)	.	6	9	-3	.	0	.	6
Cc1ccc2oc(=O)c3cnn(CC(=O)NC4CCN(Cc5ccccc5)CC4)c3c2c1	-10	1	-28	-11	0	-1	-4	-1
COc1ccccc1-c1cnc2c(c1)C(=O)N([C@@H](C)CO)C[C@@H](C)[C@@H](CN(C)CC1CCOCC1)O2	-8	.	-10	-20	-4[16.7 µM]	0	28	0
COc1ccc(N2CCN(S(=O)(=O)c3cccs3)CC2)cc1	-7	-10	.	5	2	.	0	.
COc1ccc(CCNC(=O)CCNS(=O)(=O)c2cccc3nsnc23)cc1OC	-4	-7	.	.	4	.	2	.
C[C@@H]1CCCCO[C@H](CN(C)C(=O)Cc2ccccc2)[C@H](C)CN([C@@H](C)CO)C(=O)c2cc(NC(=O)Nc3ccc4c(c3)OCO4)ccc2O1	-6	.	8	0	-4[16.7 µM]	-2	0	-2
Cc1ccc(COc2ccsc2C(=O)O)cc1	.	.	10	4	.	2	.	-3
Cc1c(OC(C)C(=O)NCCN2CCOCC2)ccc2c3c(c(=O)oc12)CCCC3 (configuration not stated)	1	-2	4	-16	-3	-1	-1	4
CN(CC(=O)Nc1cccc(F)c1)C(=O)c1cc(S(=O)(=O)N(C)C)ccc1N1CCCC1	0	8	14	14	0	-7	1	5
Cc1ccc2[nH]c3c(=O)n(CC(=O)NCCc4ccc(Cl)cc4)ncc3c2c1	.	2	-12	-9	-1	.	-1	-2
CC(=O)C1=C(C)NC(=O)NC1c1cccc(O)c1 (configuration not stated)	5	-4	.	-1	50	.	0	.
O=C(NCC[C@@H]1CC[C@H](NC(=O)C2CCCCC2)[C@@H](CO)O1)c1ccc(F)cc1	-5	5	9	2	.	1	-5	6
CCOC(=O)C1CCCN(C(=S)Nc2ccc(S(=O)(=O)N3CCOCC3)cc2)C1 (configuration not stated)	-11	-3	.	-5	-2	-2	-6	9
COc1cc2[nH]c(C(=O)Nc3ccc4c(c3)OCCO4)cc2c(OC)c1OC	5	3	1	-27	-3	-1	-6	-8
COC(=O)c1ccc(COC(=O)c2c(C)nn(Cc3ccccc3Cl)c2Cl)o1	-7	5	.	.	-7	.	-1	.
CCC(=O)Nc1cccc(NC(=S)NC(=O)c2ccc(Cl)cc2)c1	0	.	-54	.	-5	.	-2	.
CN(C)S(=O)(=O)N1CCc2ccc(NC(=O)C3CCCO3)cc2C1 (configuration not stated)	.	.	1	7	.	-6	3	-4
CCCSc1nnc(NC(=O)Nc2ccccc2)s1	6	9	-34	-144	8	6	-5	-23
O=C1C(=NO)C(c2ccccc2)Oc2ccccc21 (configuration not stated)	-11	-2	-5	-14	.	-4	2	11
COc1ccc(CCNC(=O)CCC(=O)n2ncc3cc(C)ccc32)cc1OC	7	-4	-11	-4	2	-1	-1	3
CC(C)NC(=O)N(C)C[C@H]1OCCCC[C@H](C)Oc2ccc(NS(=O)(=O)c3ccc(Cl)cc3)cc2C(=O)N([C@H](C)CO)C[C@@H]1C	0	6	3	0	3[16.7 µM]	-1	-3	-14
Nc1ccc2nc(CCCCc3nc4ccccc4[nH]3)[nH]c2c1	.	4	15	13	-4	-6	0	8
CC1CCCCC1NC(=O)CCS(=O)(=O)c1ccc2c(c1)NC(=O)CO2 (configuration not stated)	7	4	10	-20	-1	0	-1	.
O=[N+]([O-])c1cccc(C2Nc3cccc4cccc(c34)N2)c1	3	-6	.	18	1	3	1	4
CCC1CCC2(CC1)NC(=O)N(CC(=O)NCc1ccc(Cl)cc1)C2=O (configuration not stated)	5	-6	5	13	-9	-2	0	4
O=C(CN1CCSCC1)N/N=C/c1ccc(F)c(F)c1	5	8	5	.	-5	.	-2	.
Cc1ccc(/C=N/NC(=O)c2cccs2)s1	4	1	-78	-213	12	.	-1	-73
C[C@@H]1CCCCO[C@@H](CN(C)S(=O)(=O)c2cccs2)[C@@H](C)CN([C@@H](C)CO)C(=O)c2cc(NC(=O)c3ccccc3)ccc2O1	3	.	11	4	-6[16.7 µM]	.	-9	12
Cc1ccc(CSCC(=O)N2CCCC2)cc1	.	-17	-9	-17	.	-3	-1	-15
O=C(NC(=S)NCc1ccccc1)C1CC1	0	4	22	-5	3	0	.	-4
COc1ccccc1NC(=O)Cn1c([N+](=O)[O-])cnc1C	11	8	14	-12	1	-4	0	7
COc1ccc(NC(=O)CN(C)C(=O)CCC2CCCC2)cc1	-3	-4	-3	4	-10	-2	4	.
Cc1ccc(S(=O)(=O)N/N=C\c2cn(-c3ccccc3)nc2-c2ccccc2)cc1	-4	-5	.	.	7	.	-1	.
c1ccc(-c2ccc(-c3ccccn3)s2)nc1	9	-1	.	-140	5	-4	-10	-59
CCOc1ccc(Br)cc1C(=O)N/N=C/c1ccc([N+](=O)[O-])cc1	-23	1	.	-24	1	-1	.	11
O=C(NCc1ccon1)C1CCC(=O)N(Cc2cccc(C(F)(F)F)c2)C1 (configuration not stated)	-4	-3	-6	-24	2	-2	1	.
CN1CCN(C(=O)c2cc3c(c(-c4cccc(-c5cccnc5)c4)n2)[C@@H](CCO)N(C(=O)CC2CC2)C3)CC1	.	-1&1	5	-17&-4	.	1&2	4	-9&5
Cn1cnc(CCNC(=O)C[C@H]2CC[C@H]3[C@@H](COC[C@H](O)CN3C(=O)Nc3ccc(Cl)cc3)O2)c1	-3	-17	-7	-33	-7[16.7 µM]	-1	-3	-22
Cn1ncc(Br)c1C(=O)NC1CCCCCC1	.	7	4	-13	0	22	-1	-4
COc1cccc(CNC(=O)C[C@H]2C=C[C@@H](NC(=O)C3CC3)[C@H](CO)O2)c1	14	-3	2	-1	.	-3	-2	0
CN(C)CCNC(=O)c1onc(CSc2ccc(F)cc2)c1C(=O)NCCN(C)C	.	0	-8	2	-3	-136	3	-1
CCn1nnc2cc(C(=O)N3CCC(C(=O)OC)CC3)ccc21	-1	5	-20	1	-1	-3	2	-6
COc1ccc(-c2cn(CCC(=O)NCc3ccc(C)cc3)c(CCN)n2)cc1	.	-1	-19	13	.	-5	10	3
Cc1ccc(N2CC(C(=O)Nc3nnc(SCc4cccnc4)s3)CC2=O)cc1 (configuration not stated)	.	.	-12	-6	0	1	-2	.
Cn1ccnc1C1CCCCN1C(=O)c1cc(COc2ccc(F)cc2F)on1 (configuration not stated)	2	4	21	6	-3	0	-1	16
OC[C@@H]1[C@@H](c2ccc(-c3ccccc3)cc2)[C@H]2CN(Cc3cncnc3)CCCCN12	5	.	-3	5	2[16.7 µM]	-19	1	-8

In the list so far, 17 have a halogen.
SMILES	PGC1a acetyl inh	FN deposit inh	LGR2 inh	PAX8 reporter	miR122 inh	Casp6 inh	Cneo AK release	EWS-Fli block
COC(=O)c1sc2nc(CN3CCN(c4cccc(C(F)(F)F)c4)CC3)[nH]c(=O)c2c1C	.	-5	10	-18	.	1	.	1
CCOC(=O)C1C(c2ccc(O)c(O)c2)NC(=S)NC1(O)C(F)(F)F (configuration not stated)	0	4	3	12	-1	0	-3	1
COc1ccc(NC2CCCN(C(=O)CCc3cccc(F)c3)C2)cc1 (configuration not stated)	-2	1	7	.	-4	-4	-3	-4
CN(CC(=O)Nc1cccc(F)c1)C(=O)c1cc(S(=O)(=O)N(C)C)ccc1N1CCCC1	0	8	14	14	0	-7	1	5
Cc1ccc2[nH]c3c(=O)n(CC(=O)NCCc4ccc(Cl)cc4)ncc3c2c1	.	2	-12	-9	-1	.	-1	-2
O=C(NCC[C@@H]1CC[C@H](NC(=O)C2CCCCC2)[C@@H](CO)O1)c1ccc(F)cc1	-5	5	9	2	.	1	-5	6
COC(=O)c1ccc(COC(=O)c2c(C)nn(Cc3ccccc3Cl)c2Cl)o1	-7	5	.	.	-7	.	-1	.
CCC(=O)Nc1cccc(NC(=S)NC(=O)c2ccc(Cl)cc2)c1	0	.	-54	.	-5	.	-2	.
CC(C)NC(=O)N(C)C[C@H]1OCCCC[C@H](C)Oc2ccc(NS(=O)(=O)c3ccc(Cl)cc3)cc2C(=O)N([C@H](C)CO)C[C@@H]1C	0	6	3	0	3[16.7 µM]	-1	-3	-14
CCC1CCC2(CC1)NC(=O)N(CC(=O)NCc1ccc(Cl)cc1)C2=O (configuration not stated)	5	-6	5	13	-9	-2	0	4
O=C(CN1CCSCC1)N/N=C/c1ccc(F)c(F)c1	5	8	5	.	-5	.	-2	.
CCOc1ccc(Br)cc1C(=O)N/N=C/c1ccc([N+](=O)[O-])cc1	-23	1	.	-24	1	-1	.	11
O=C(NCc1ccon1)C1CCC(=O)N(Cc2cccc(C(F)(F)F)c2)C1 (configuration not stated)	-4	-3	-6	-24	2	-2	1	.
Cn1cnc(CCNC(=O)C[C@H]2CC[C@H]3[C@@H](COC[C@H](O)CN3C(=O)Nc3ccc(Cl)cc3)O2)c1	-3	-17	-7	-33	-7[16.7 µM]	-1	-3	-22
Cn1ncc(Br)c1C(=O)NC1CCCCCC1	.	7	4	-13	0	22	-1	-4
CN(C)CCNC(=O)c1onc(CSc2ccc(F)cc2)c1C(=O)NCCN(C)C	.	0	-8	2	-3	-136	3	-1
Cn1ccnc1C1CCCCN1C(=O)c1cc(COc2ccc(F)cc2F)on1 (configuration not stated)	2	4	21	6	-3	0	-1	16

Source: PubChem (Broad Institute)
